High-throughput results deposited in PubChem by several laboratories.
m5-HT2A agonist: activates the mouse 5-HT2A serotonin receptor; CHO-K1 mHTR2A beta-arrestin complementation, luminescence; percent of 30 µM serotonin response; activation, % at 7.6 µM; 360,000 tested, 0.66% active; AID 624169;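 active = activation above a run cutoff, the mean activation of all tested compounds plus 3 SD, cut at about 14% in these data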;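 note: 0% = plate median of compound wells and 100% = 30 µM serotonin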
Target sequence (P35363 whole entry, looked up): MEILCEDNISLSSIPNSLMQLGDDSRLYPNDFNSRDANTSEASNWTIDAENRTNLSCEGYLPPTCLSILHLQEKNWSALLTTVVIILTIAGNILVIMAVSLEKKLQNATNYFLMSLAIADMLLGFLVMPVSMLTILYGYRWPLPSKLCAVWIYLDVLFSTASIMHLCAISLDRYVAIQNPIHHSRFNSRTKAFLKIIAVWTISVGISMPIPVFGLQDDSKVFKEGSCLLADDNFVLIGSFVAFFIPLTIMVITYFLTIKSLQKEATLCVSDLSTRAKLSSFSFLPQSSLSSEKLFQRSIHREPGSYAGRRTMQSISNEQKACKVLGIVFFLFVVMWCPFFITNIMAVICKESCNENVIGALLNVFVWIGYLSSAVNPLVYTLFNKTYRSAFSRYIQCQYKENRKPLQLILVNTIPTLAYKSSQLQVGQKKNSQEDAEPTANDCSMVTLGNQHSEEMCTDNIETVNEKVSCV
CaV13 FRET inh: Disruptors of the CACNA1D IQ motif to Ca2+-dependent inactivation inhibitor domain association, primary screening, Förster resonance energy transfer in intact living … | HEK cells, CFP/YFP FRET ICDI-IQ, plate reader, 10 min; percent FRET-ratio fall versus neutral wells | inhibition, % at 12.3 µM | 340,000 tested, 0.098% active;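 active = mean replicate inhibition of at least 30% and at least 1% of replicates passing that level; inconclusive = only one of the two criteria is met; inactive = neither criterion is met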;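 note: 0% = median of the neutral control wells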
Exocytosis inh: lytic granule exocytosis inhibition. TALL-104 LAMP-1 surface exposure, flow cytometry; cells stimulated with thapsigargin and PMA. inhibition, % at 10 µM. AID 651702. 360,000 tested, 0.66% active;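 active = inhibition above about 55%, limit read from the data; inconclusive = no clear call, values can overlap the other calls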
Glyco luc inh: N-linked glycosylation inhibition | D54 ERlucT glycosylation luciferase reporter, 24 h; percent of 100 nM tunicamycin response | reporter increase, % at 12.5 µM | 360,000 tested, 0.23% active | AID 588692;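 active = mean luciferase reporter signal, scaled so untreated is 0 and the glycosylation-blocking control 100, at or above a set limit in every replicate; inconclusive = mean reaches the limit but not every replicate does; inactive = mean below the limit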;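 note: luciferase carries N-glycosylation sites so blocking glycosylation raises the light; 0% = median of neutral control wells and 100% = median of 100 nM tunicamycin wells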
ABCB6 inh MLPCN: human ABCB6 transporter inhibition. Q9NP58. K562-ABCB6 porphyrin accumulation, flow cytometry, 1 h; hits give low values. fluorescence ratio to DMSO, % at 10 µM. 360,000 tested, 0.19% active. AID 602162;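 active = fluorescence ratio to DMSO below 75%, the collection mean minus 3 SD; inconclusive = too few cells collected in the well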;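 note: signal is porphyrin accumulated inside mitochondria; 100% equals median channel fluorescence of DMSO control wells; lower ratio means ABCB6 inhibition with less porphyrin fluorescence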
Cardio protect: modulators protecting cardiomyocytes from myocardial damage; H9c2 cardiomyocytes, H2O2 injury protection, ATPLite, 2 h; protection from H2O2 cell death, % at 20 µM; 360,000 tested, 0.63% active;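 active = compounds giving at least 50% protection of heart cells from peroxide-induced death in the single-dose screen, raw or plate-pattern-corrected value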;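 note: 0% = DMSO wells with peroxide and 100% = DMSO wells without peroxide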
MC4R barr agon: human MC4R agonism via beta-arrestin; U2OS MC4R beta-arrestin complementation, luminescence; percent of melanotan II response, DMSO zero; activation, % at 8.9 µM; 360,000 tested, 0.98% active; AID 540308;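 active = activation above a per-plate cutoff, the mean activation of sample wells on that plate plus 3 SD, cut at about 8% in these data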
Target sequence (P32245 whole entry, looked up): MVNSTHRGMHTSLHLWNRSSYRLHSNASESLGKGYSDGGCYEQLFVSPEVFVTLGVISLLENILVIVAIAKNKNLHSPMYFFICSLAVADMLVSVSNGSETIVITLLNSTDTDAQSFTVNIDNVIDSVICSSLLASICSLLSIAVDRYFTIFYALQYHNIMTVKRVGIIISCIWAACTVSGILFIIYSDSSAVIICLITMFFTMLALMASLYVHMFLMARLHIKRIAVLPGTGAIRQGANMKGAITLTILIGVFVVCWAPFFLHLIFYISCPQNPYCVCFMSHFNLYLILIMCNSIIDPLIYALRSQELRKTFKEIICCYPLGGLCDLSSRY
MC4R antagonist: human MC4R antagonism in cAMP assay; AID 540295; inhibition, % at 6.5 µM; MC4R-expressing cells, MTII-stimulated cAMP, LANCE TR-FRET; P32245; 360,000 tested, 0.48% active;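 active = inhibition above its plate's cutoff, the mean of tested wells on that plate plus 3 SD, cut at about 29% in these data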;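 note: 0% = Melanotan II alone and 100% = Melanotan II plus saturating MCL0020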
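Assay system: human MC4R-expressing U2OS cells; reagent: Melanotan II stimulation of cells; dosing: 6.5 µM single dose; timing: compound 30 min, challenge 1 h, detection 1 h; signal: TR-FRET cAMP assay; replicates: one well per compound, no replicates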
ABHD5 PLIN5 PPI: ABHD5-PLIN5 protein interaction inhibition. 360,000 tested, 0.78% active. inhibition, % at 4 µM. Split G. princeps luciferase complementation, luminescence, 4 h. Q00G26+Q8WTS1;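 active = inhibition above the mean inhibition across every tested compound plus 3 SD, cut at about 22% in these data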;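 note: 0% = DMSO only wells and the 100% control is not disclosed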
PDI inh: blocks human protein disulfide isomerase activity; inhibition, % at 10 µM; AID 588391; PDI insulin aggregation turbidity, A650, 90 min; 350,000 tested, 0.052% active; P07237;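 active = mean inhibition across replicates of 30% or more, whatever share of single replicates reach that level; inconclusive = mean inhibition below 30% while every single replicate reaches 30%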;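 note: absorbance from insulin aggregation driven by PDI reduction with DTT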
Numbers without * were called inactive; u = inconclusive; x = no result given.

canonical_smiles	m5-HT2A agonist	CaV13 FRET inh	Exocytosis inh	Glyco luc inh	ABCB6 inh MLPCN	Cardio protect	MC4R barr agon	MC4R antagonist	ABHD5 PLIN5 PPI	PDI inh
CN(CC(=O)Nc1cccc(F)c1)C(=O)c1ccc(-c2ccc(Cl)cc2)o1	-4	-3	-1	1	95	-3	-4.3	1	1	-5
CC(=O)Nc1c(C)ccc(CNC(=O)COc2ccc(F)cc2)c1C	-1	-2	1	2	92	10	-2.5	3	-2	-2
CC(O)CNC(=S)Nc1ccccc1 (stereo unspecified)	2	5	0	3	100	6	-0.8	21	-3	0
COc1ccccc1NC(=O)c1ccc(CS(=O)(=O)c2ccc(C)cc2)cc1	-1	-3	16	0	103	-2	1.7	3	2	-2
Cc1nc(N2CCCC2)c2nnn(Cc3ccccc3Cl)c2n1	18*	-10	-1	-1	103	-4	-1.7	11	-7	-1
Cc1ccc(C)c(OCC(=O)N/N=C/c2ccsc2)c1	0	-6	0	0	82	-8	-0.3	5	1	0
Cc1cc(CNC(=O)Cn2nc(C)c([N+](=O)[O-])c2C)c2ccccc2n1	-4	-6	58*	16	106	-6	-1.2	-9	-6	-2
O=C(CSc1ccc(-c2ccncc2)nn1)N1CCN(c2ccccc2)CC1	1	-8	13	1	97	-4	1.1	12	-3	0
CC(C)(O)c1[nH]c2cc(C(F)(F)F)ccc2c1C(C)(C)O	9	-7	2	0	95	-2	0.7	-4	-8	-10
CC(C)c1cc(C(=O)N2CCCC(Nc3ccc(F)c(F)c3)C2)nc(N)n1 (stereo unspecified)	13	-3	-2	5	101	0	-2.1	0	2	4
Cc1ccc(S(=O)(=O)Nc2ccc3nc(C)sc3c2)c(C)c1	-7	-7	-16	1	105	-22	-0.1	5	-5	6
CCN1CCN(C(=O)Nc2cc(Cl)ccc2OC)CC1	1	3	-1	0	103	6	0.0	22	-3	-3
O=S(=O)(Nc1cccnc1Cl)c1ccc(-c2ccccc2)cc1	7	-4	2	0	89	-5	-0.5	0	2	-14
COC(=O)c1cccc(C23CC4(C2)[C@H](CN(Cc2cccnc2)[C@@H]4c2ccccc2)C3c2ccc(Cl)nc2)c1 (stereo partly specified)	1	-10	-6	-5	95	8	-1.9	13	4	0
COc1ccc(S(=O)(=O)N2CCOCC2)cc1C(=O)Nc1cc(C)on1	-4	0	-2	2	100	0	0.7	6	-14	-9
CCOc1ccc(NCc2nnc(SCC(=O)Nc3nc(-c4ccccc4)cs3)n2-c2ccccc2)cc1	-4	-2	0	5	90	-9	-0.5	1	1	-3
c1cncc(-c2nc3ccccn3c2Nc2ccc3c(c2)OCCO3)c1	9	-3	0	1	99	14	1.5	0	11	x
O=C(c1cc([N+](=O)[O-])ccc1N1CCOCC1)N1CCOCC1	2	-15	1	2	96	10	1.9	-6	13	9
Cc1ccc(CNS(=O)(=O)c2ccc3c(c2)OCCO3)cc1	0	-5	-6	0	95	-5	-0.6	7	-4	1
Fc1cccc(C2CCCCN2Cc2nc(C3CC3)no2)c1 (stereo unspecified)	-7	-6	-5	1	101	1	-1.5	4	-8	-4
O=C(C1CCCCC1)N1CCN(C(=O)C2CCCCC2)CC1	0	-9	0	0	101	-1	-0.6	4	-9	-1
CSc1ccc(-c2cc(=O)c3ccccc3o2)cc1	0	-7	7	-5	96	42	0.9	-13	9	1
COc1ccccc1CNC(=O)CNCC1CCCO1 (stereo unspecified)	2	-5	-1	2	94	3	-0.6	5	-3	9
C/C(=N/NC(=O)CNC(=O)c1cccnc1)c1cccc([N+](=O)[O-])c1	2	-4	-3	0	97	9	0.0	-3	3	1
COc1ccccc1N1CCN(C2CCN(C(=O)c3cccc(F)c3)CC2)CC1	0	-14	0	0	99	1	-1.5	1	6	5

Single entries from the list:
CC(O)CNC(=S)Nc1ccccc1 (stereo unspecified) in CaV13 FRET inh → 5
CC(C)c1cc(C(=O)N2CCCC(Nc3ccc(F)c(F)c3)C2)nc(N)n1 (stereo unspecified) in PDI inh → 4

(continued)
canonical_smiles	m5-HT2A agonist	CaV13 FRET inh	Exocytosis inh	Glyco luc inh	ABCB6 inh MLPCN	Cardio protect	MC4R barr agon	MC4R antagonist	ABHD5 PLIN5 PPI	PDI inh
COC(=O)c1cc(NC(=O)CSc2nc(C)cc(=O)[nH]2)cc(C(=O)OC)c1	5	-8	1	-1	99	2	-1.6	3	1	3
O=C(COC(=O)/C=C/c1cccc(F)c1)NC(=O)NC1CCCC1	1	-14	0	0	98	9	5.4	0	2	7
CC1=CC(C)(C)N(C(=O)CSc2ncn[nH]2)c2ccc(C)cc21	2	x	0	0	97	-10	-0.2	-1	2	2
CCN(CC)C(=O)Cn1c(=O)c2ccccc2n2c(=S)sc(-c3cccc(C)c3)c12	5	-3	52	0	452	-3	2.3	-2	10	-12
N#Cc1nc(-c2ccco2)oc1N1CCN(c2cccc(Cl)c2)CC1	5	x	-3	2	97	2	0.7	-2	-11	-2
O=C(N/N=C/c1cccs1)/C(=C/c1ccccc1)NC(=O)c1ccccc1	-3	-3	-3	0	92	-1	-1.9	10	-6	6
O=C1/C(=C/c2cccnc2)CCc2c1[nH]c1ccccc21	1	-4	9	-9	499	22	-3.5	10	7	3
NC(=O)c1nnn(-c2nonc2N)c1-c1ccc([N+](=O)[O-])cc1	4	-4	-3	0	96	-5	-0.1	2	3	2
COC(=O)c1ccccc1NC(=O)Cn1c(=O)oc2ccc(Cl)cc21	-5	-5	-1	2	89	-3	-0.5	-2	-2	-5
O=C(NC(=S)Nc1ccc(Cl)c(C(=O)O)c1)c1cccc(COc2ccccc2)c1	8	-2	7	2	100	-6	-2.4	4	5	11
COC(=O)/C=C\C(=O)Nc1cccc([N+](=O)[O-])c1	-2	-16	44	-1	99	-22	-3.5	22	41*	-9
O=C1C2CCC(C(O)C2)N1Cc1ccccc1 (stereo unspecified)	3	-3	0	5	93	0	-1.8	6	1	2
COc1cc(/C=C2\CCc3ccccc3C2=O)cc(OC)c1OC	19*	-4	4	0	102	-13	-2.0	2	9	1
COc1ccc(-c2nsc(SCC(=O)Nc3cc(C)on3)n2)cc1	0	-6	3	-2	99	-4	17*	6	-4	0
Cc1ccc(OCCC(=O)Nc2ccc3c(c2)OCCCO3)cc1	-12	-5	3	3	98	11	-2.2	-1	-15	13
CC(=O)NC(CCS(C)(=O)=O)C(=O)Nc1cccc(C(C)=O)c1 (stereo unspecified)	4	x	-3	0	104	-2	-1.1	-3	4	1
COCCN1C(=O)c2oc3ccccc3c(=O)c2C1c1cccc(O)c1 (stereo unspecified)	2	-3	1	1	102	15	-2.0	12	1	x
O=C(CSCc1ccc(Cl)cc1)NCCSCc1ccco1	0	-5	-2	-2	96	7	-0.3	-5	0	8
CCN1C(=O)NC(c2ccccc2)C1=O (stereo unspecified)	-3	-5	-4	1	93	6	-0.2	7	12	-5
O=C(NCc1ccncc1)c1nc(-c2ccc(C(F)(F)F)cc2)no1	-2	1	u	0	82	-8	-1.9	6	-6	-2
Cc1c(C(C)(C)C)c(C=S)n2ccccc12	0	-6	0	-1	97	-2	1.6	3	-11	0
CS(=O)(=O)N(CCc1ccccc1)CC(=O)NCC1CCCO1 (stereo unspecified)	-5	-5	1	1	98	5	-1.4	-4	-9	1
CC(C)C(=O)NC(c1ccco1)c1ccc2cccnc2c1O (stereo unspecified)	-6	-5	4	-11	96	28	-2.8	0	2	7
Fc1ccc(NC(=S)N/N=C/c2ccc(F)c(F)c2)c(F)c1	-6	-4	0	1	93	-6	2.4	0	-8	4
COC(=O)CCC(=O)Nc1ccc2oc3c(c2c1)CCCC3	-2	-5	-3	1	97	-1	0.6	8	-2	3
O=C(NC(=S)N1CCN(Cc2ccc3c(c2)OCO3)CC1)c1cccc(Br)c1	-5	-5	-2	0	99	26	-3.8	2	-4	1
O=C1NC(c2ccccn2)Nc2sc3c(c21)CCC3 (stereo unspecified)	-8	-4	-4	1	105	37	-3.1	4	-8	14
COc1ccc(CN2C(=O)c3cccnc3C2Nc2ccc(C)cc2)cc1 (stereo unspecified)	-8	-5	4	-2	91	-4	0.0	1	2	-5
CC1Cc2ccccc2N1S(=O)(=O)c1cccc(C(=O)NCc2ccco2)c1 (stereo unspecified)	-7	-11	-2	-3	95	2	-0.2	8	3	-2
FC(F)Oc1ccc(NC(=S)Nc2ccc3cn[nH]c3c2)cc1	-2	-5	3	0	95	0	1.3	4	-6	1
Cc1ccc(S(=O)(=O)NCc2nc3ccccc3[nH]2)cc1	-2	-6	7	0	101	-19	-0.9	2	-2	4
CCCCCCOC(=O)Sc1nc2ccccc2o1	3	-3	4	-1	94	-4	3.4	16	-12	-6
CCCOc1ccc(-c2nnn(CC(=O)OCC)n2)cc1	-3	-7	2	2	99	-1	-1.4	6	3	-13
COc1cccc(NC(=O)COc2ccc(C)cc2)c1	0	x	-2	0	96	-12	1.0	-2	-4	15
COc1cc(OC)c(C(=O)OCC(=O)Nc2cc(C)on2)cc1OC	5	-3	-1	1	95	-1	-1.8	0	4	14
CC(=O)c1ccc(OCC(=O)N(CCC2=CCCCC2)c2c(N)n(Cc3ccccc3)c(=O)[nH]c2=O)cc1	-2	-6	-3	17	95	19	1.5	18	-7	6
Cc1ccc2c(c1)NC(=O)C(CC(=O)NCCCN1CCCC1=O)O2 (stereo unspecified)	-1	5	0	-1	101	14	-1.2	5	-2	x
Cc1nn2c(N3CCOCC3)cc(C(C)(C)C)nc2c1-c1ccc(Cl)cc1	6	-20	3	-2	99	-6	0.6	3	-2	1
O=C(NCC(c1ccco1)N1CCCC1)c1cccc(S(=O)(=O)N2CCOCC2)c1 (stereo unspecified)	-3	-3	0	0	99	4	-0.4	0	17	-8
COc1ccc(N)cc1-n1c(C)ccc1C	3	-5	2	16	162	-11	2.1	1	4	7
Cc1nc(NC(C)c2ccccc2)c2oc3ccccc3c2n1 (stereo unspecified)	-3	x	9	0	87	-25	-1.4	0	-3	4
O=C1C=C(Nc2cccnc2)c2ccccc2C1=O	5	-5	20	-10	109	-18	-1.2	-20	-29	6
Cc1ccc(C(=O)N(CC(C)C)c2nc3ccccc3s2)o1	0	-20	12	0	93	-7	2.2	21	-7	8
Cc1cc(C)nc(-n2nc(C)c(C3(O)C(=O)Nc4ccc(F)cc43)c2N)n1 (stereo unspecified)	-6	-2	0	-2	97	-2	-1.0	-3	-19	16
COC(=O)c1cc(/C=C/c2ccccc2)[nH]n1	-3	-4	-1	0	91	2	-0.5	-5	-8	-4
